# Assay outcomes deposited in PubChem BioAssay by National Center for Advancing Translational Sciences (NCATS).
# PKM2 act = increases activity of human pyruvate kinase M2. Potency, µM (titrated, usually from 57.5 µM), inactives show top-dose activation, most hits filed as activators. AID 1631. hit rate 0.34% among 260,000. P14618. purified PKM2, Kinase-Glo ATP luminescence, activation; response scale: 0% is enzyme alone, no compound; note: potency is the fitted concentration of half-maximal effect; % is set by controls: 0 for no effect and ±100 for the full control effect; nearly all actives have a fitted effect of over 55% in size
#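 hPK-M2, >95% pure; 0.1 mM ADP / 0.5 mM PEP final; imidazole pH7.2 buffer w/ 7 mM MgCl2, 50 mM KCl; 1 h RT; Kinase-Glo lum. Intermediate enzyme activity for dual inhibitor/activator qHTS.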
# BCR signal inh = inhibitors of chronic active B-cell receptor signaling; ABC-DLBCL IkBa-CBG/CBR reporter, luminescence ratio, 4 h; hit rate 0.05% among 340,000; Potency, µM (series often up to 46.1 µM), for inactives: at the highest dose ratio change, negative = lower green/red ratio, hits mostly inhibitors; AID 493014; active = well fitted inhibition curve with a large enough effect in the signal ratio, with a control signal flat, not every such curve was filed as active; inconclusive = small, poorly fitted or top-dose-only effect, or effect the other way, or a change in a side signal; the % refers to the signal ratio;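 note: potency is the fitted concentration of half-maximal effect; plate controls were basal doxycycline-induced cells for no effect and cells given 10 µM MG132 for full effect; MG132 reads +100%, hits lower the ratio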
#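 Compounds up to 46 uM were incubated four hours with TMD8 cells whose green CBG68 luciferase is fused to IkappaBalpha; red CBR luminescence normalised the signal, and concentration-effect curves were fitted to fusion, red and ratio data.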
# USP2a block = USP2a (human) protease inhibition | Potency, µM (series often up to 38.3 µM), for the others: top-dose activity change, negative = inhibition, actives largely listed as inhibitors | hit rate 0.01% among 330,000 | USP2 core, Ub-CHOP2 coupled fluorogenic reporter, 485/531;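 note: potency is the fitted concentration of half-maximal effect; plate controls were DMSO wells for no effect and full inhibition by NEM control for full effect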
#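 USP2 core (10nM final) preincubated 30min RT with compound in 20mM Tris-HCl pH 8.0, 2mM CaCl2, 2mM beta-mercaptoethanol, 0.05% CHAPS; 25nM Ub-CHOP2 plus 25nM reporter substrate added, fluorescence (Ex485/Em531) read after 60min.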
# S-ASM inh = blocks human secretory acid sphingomyelinase; P17405; Potency, µM (top dose mostly 57.5 µM), without a hit: top-dose activity change, negative = inhibition, usual class: inhibitors; hit rate 0.006% among 340,000; placental ASM, HMU-PC fluorogenic substrate, 60 min; note: potency is the fitted concentration of half-maximal effect
#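 Human placenta-derived ASM enzyme was preincubated with compound for 10 minutes at room temperature, then given fluorogenic substrate HMU-PC0 (9 uM final) for 60 minutes at 37 °C; a pH 10 stop preceded fluorescence reading at Ex 386/Em 447 nm.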
# hERG WT inh = inhibitors of human wildtype KCNH2 potassium channel; U2OS, BacMam KCNH2, thallium flux FluxOr; hits give low values; activity change, % at 1.84 µM; hit rate 0.37% among 340,000; AID 720551;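 active = maximum activity change below -70%; inconclusive = maximum activity change between -70% and -50%; inactive = maximum activity change above -50%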; note: % is set by controls: 0 for no effect and ±100 for the full control effect
#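 U2OS cells transduced with wild-type KCNH2 virus are loaded with FluxOr dye for 45 min, and thallium flux is measured in kinetic reads before and after stimulation buffer. Rate constants are normalized to DMSO controls.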
# Eya2 phos inh = inhibitors of human Eya2 phosphatase activity. O00167. Potency, µM (top dose mostly 76.9 µM), inactives show at the highest dose activity, negative = inhibition, usual class: inhibitors. recombinant Eya2, OMFP fluorescence dephosphorylation (OMFP is methylfluorescein phosphate). hit rate 0.006% among 330,000; note: potency is the fitted concentration of half-maximal effect; % is set by controls: 0 for no effect and ±100 for the full control effect
#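 Eya2 protein (added as 0.2 uM solution) was preincubated with compound for 10 min at ambient temperature in 50 mM HEPES pH 7.5, 50 mM NaCl, 5 uM MgCl2, 0.05% BSA, 1 mM DTT. OMFP (added at 50 uM) then reacted 10 min; fluorescence read at 485/525 nm.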
# TSHR antag = antagonists of human thyroid stimulating hormone receptor; P16473; TSHR-expressing cells, TSH-stimulated cAMP HTRF, 2 h; hits give low values; activity change, negative = inhibition, % at 11.5 µM; hit rate 0.2% among 330,000;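 active = activity change below a set negative limit, meaning inhibition stronger than a set level, cut at about -70% in these data; inconclusive = activity change between two set negative limits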; note: % is set by controls: 0 for no effect and ±100 for the full control effect
# Target sequence (P16473 whole entry, looked up): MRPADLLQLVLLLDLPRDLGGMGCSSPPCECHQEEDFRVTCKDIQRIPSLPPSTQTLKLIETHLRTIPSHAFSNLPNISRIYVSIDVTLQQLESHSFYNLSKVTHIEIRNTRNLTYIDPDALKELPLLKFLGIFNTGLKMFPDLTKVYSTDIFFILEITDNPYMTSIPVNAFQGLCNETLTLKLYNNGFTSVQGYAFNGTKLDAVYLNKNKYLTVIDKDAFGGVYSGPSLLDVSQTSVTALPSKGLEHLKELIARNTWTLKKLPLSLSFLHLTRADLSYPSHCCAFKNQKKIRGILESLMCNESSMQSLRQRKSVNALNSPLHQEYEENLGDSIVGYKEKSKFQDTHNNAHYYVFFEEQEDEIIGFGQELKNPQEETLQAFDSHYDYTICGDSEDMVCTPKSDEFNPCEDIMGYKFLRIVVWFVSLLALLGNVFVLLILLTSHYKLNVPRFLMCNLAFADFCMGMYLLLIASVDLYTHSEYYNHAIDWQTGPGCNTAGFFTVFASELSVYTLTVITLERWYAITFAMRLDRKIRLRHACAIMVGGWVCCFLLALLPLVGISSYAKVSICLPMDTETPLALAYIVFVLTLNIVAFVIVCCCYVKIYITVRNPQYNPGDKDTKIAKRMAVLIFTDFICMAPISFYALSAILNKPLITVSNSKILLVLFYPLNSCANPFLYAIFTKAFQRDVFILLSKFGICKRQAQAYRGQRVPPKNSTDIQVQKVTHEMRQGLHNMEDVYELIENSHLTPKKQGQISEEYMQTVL
#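 Read-out is FRET at 665 nm (cryptate excitation 337 nm) from a cryptate-tagged anti-cAMP antibody, competed by cell cAMP against cAMP-d2. Compounds are tested on freshly harvested TSHR cells challenged with 4nM TSH (EC80) for 2 hours at 37 deg C.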
# Menin-MLL TR inh = inhibitors of human menin-MLL interaction, mutant MLL peptide; O00255; Menin + Texas Red MLL mutant peptide, fluorescence polarization; Potency, µM (titrated, usually from 61.6 µM), for inactives: at the highest dose FP activity change, negative = inhibition, actives largely listed as inhibitors; hit rate 0.23% among 270,000; AID 1768; active = well fitted inhibition curve with a large enough effect in the polarisation, with a control signal flat, not every such curve was filed as active; inconclusive = small, poorly fitted or top-dose-only effect, or effect the other way, or a change in a side signal; inactive = no such curve, though single readings can be large or run the other way; the % refers to the polarisation; note: potency is the fitted concentration of half-maximal effect; % of control where 0% means no effect; many of its hits are not listed in these tables
# MBNL1 CUG block = inhibitors of human MBNL1 binding to CUG repeat RNA; TR-FRET MBNL1-His/biotin-(CUG)12 binding, 665/545 ratio; Q9NR56; hit rate 0.036% among 280,000; Potency, µM (top dose mostly 57.5 µM), for inactives: top-dose activity change, negative = inhibition, usual class: inhibitors; active = well fitted inhibition curve with a large enough effect in the signal ratio, with a control signal flat, not every such curve was filed as active; inconclusive = small, poorly fitted or top-dose-only effect, or effect the other way, or a change in a side signal; inactive = no such curve, though single readings can be large or run the other way; the % refers to the signal ratio; note: potency is the fitted concentration of half-maximal effect; % is set by controls: 0 for no effect and ±100 for the full control effect
#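 Compound titration spanned 92 nM–58 uM against the MBNL1-His/biotin-(CUG)12 complex. After 60 min at room temperature with 5 nM streptavidin-XL665 and 0.055 ng/ul terbium anti-His, ratiometric 665/545 nm emission (Ex 340 nm) normalized to controls.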
# Mito fusion yeast = mitochondrial division inhibition or fusion activation; S. cerevisiae fusion-defective mutant growth rescue, CellTiterGlo 48 h; Potency, µM (top dose mostly 46.1 µM), inactives show at the highest dose growth rescue (activation), most hits filed as activators; hit rate 0.23% among 320,000; AID 485298;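 note: potency is the fitted concentration of half-maximal effect; % of control where 0% means no effect; nearly all actives have a fitted effect of over 45% in size; temperature-sensitive fusion mutants such as fzo1-1 at 37 °C on non-fermentable ethanol glycerol medium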
#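 Luminescent cell viability in 1536-well qHTS format served as the measure of rescued growth in ts fusion-mutant S. cerevisiae cultured on non-fermentable YPEG for 48 hours at 37C.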
# GALK inh = inhibitors of human galactokinase; Potency, µM (highest dose often 57.5 µM), for inactives: at the top dose activity change, negative = inhibition, most hits filed as inhibitors; AID 1868; P51570; hit rate 0.007% among 270,000; Purified GALK, Kinase-Glo residual ATP luminescence; note: potency is the fitted concentration of half-maximal effect; % is set by controls: 0 for no effect and ±100 for the full control effect
#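 Kinase-Glo Plus luminescence measured ATP left after a 1 h room-temperature reaction. The reaction used 5 nM GALK, 100 uM galactose and 35 uM ATP at pH 8.0 (20 mM HEPES, 5 mM MgCl2, 60 mM NaCl, 1 mM DTT, 0.01% BSA).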
# Active calls of the source: *; ? = inconclusive; nt = no result given; [ ] = dose if it differs, or a comment. Unless noted, calls come from the whole dose curve; as a rule, active = well fitted curve in the direction sought with a large enough effect; inconclusive = small, poorly fitted or top-dose-only effect, or another doubt; inactive = no such curve, though single readings can be large; an effect the other way counts as inactive or inconclusive.
SMILES,PKM2 act,BCR signal inh,USP2a block,S-ASM inh,hERG WT inh,Eya2 phos inh,TSHR antag,Menin-MLL TR inh,MBNL1 CUG block,Mito fusion yeast,GALK inh
CC(=O)c1ccc2c(c1)C1C=CCC1C(C(=O)O)N2 (stereo unspecified),7.5%,-5.0%,11.2µM*,-28.4%,4.1,9.1%,35.9,-1.0%,?,-3.0%,0.1%
CCOc1ccc(-n2nc(C(=O)NC3CCCCC3)c3ccccc3c2=O)cc1,2.9%[0.46 µM],1.1%,0.2%,8.4%,7.3,1.4%,6.9,-9.1%,-2.8%,8.0%,-0.6%
CCCNC(=O)c1ccccc1NC(=O)Cc1ccc(OC)c(S(=O)(=O)N2CCOCC2)c1,nt,-0.5%,1.4%,0.5%,-1.7,22.0%,3.4,nt,nt,-8.4%,nt
O=[N+]([O-])c1ccc(/C=N/Nc2nc(N3CCCCC3)nc(N3CCCCC3)n2)cc1,-7.2%,-9.1%,-1.0%,2.7%,15.0,3.2%,-5.2,?,-1.3%,4.9%,6.0%
N#CC1=C(N)Oc2cc(N)ccc2C1c1ccc(F)cc1 (stereo unspecified),-16.2%,?,1.0%,3.0%,-6.0,5.2%,-6.7,nt,?,-3.0%,-3.1%
CN(Cc1ccccc1)C(=O)CN1CCN(S(=O)(=O)c2ccc(Cl)c(Cl)c2)CC1,nt,12.7%,-0.7%,2.9%,-7.4,-8.6%,-1.4,nt,nt,25.1%,nt
CCOc1cccc(/C=N/NC(=S)NCCN2CCOCC2)c1O,2.3%,-23.4%,1.2%,82.3%[activator],-0.6,3.9%,-8.0,0.7%,5.1%,-4.8%,0.0%
CCOc1ccc(N2C(=O)/C(=C/c3ccccn3)SC2=S)cc1,0.5%,0.3%,0.1%,4.3%,-1.9,-4.3%,-8.7,nt,nt,-3.1%,-3.0%
C=CCNC(=O)/C(C#N)=C/c1ccc(SC)cc1,-4.1%,?,4.5%,49.5%[activator],-4.2,22.3%,0.1,5.5%,19.4%,2.0%,1.0%
CCN(Cc1ccc2c(c1)OCCO2)C(=O)CN1C(=O)NC2(CCCCC2)C1=O,nt,1.2%,0.3%,-0.3%,-5.3,-8.8%,5.2,nt,nt,0.4%,nt
CCCOc1ccc(N2C(=O)CC(SCC(N)C(=O)OCC)C2=O)cc1 (stereo unspecified),0.6%[11.5 µM],-0.8%,-0.4%,-2.5%,1.9,-13.4%,-4.0,-1.9%,-3.1%,-0.4%,-1.8%
Cc1nc(NCCO)c(C#N)c2c1COC(C)(C)C2,-9.0%,1.0%,0.4%,9.1%,-2.1,-24.9%,9.3,24.2%,0.4%,1.3%,3.4%
COc1ccc(CCC(=O)NNC(=O)c2cc(Cl)ccc2OC)cc1,2.0%,-16.5%,9.4%,0.4%,3.0,1.0%,-2.8,18.3%,-7.7%,-3.1%,0.8%
O=C(O)c1ccc(NC(=S)Nc2ccccc2)cc1,-2.3%,?,3.3%,-0.8%,-7.5,0.5%,1.3,-1.1%,nt,-5.9%,1.0%
CCCCN1CNC(=S)N(CCc2ccc(OCC)c(OCC)c2)C1,-2.2%,-1.0%,2.4%,4.8%,-13.6,-10.1%,-3.7,nt,nt,-2.6%,1.9%
COCCNC(=O)CN1CCOc2ccccc21,-1.8%,1.9%,1.9%,-4.0%,-10.7,7.6%,2.8,-2.3%[11.7 µM],-9.2%,-0.3%,0.8%
CCC(C(=O)NCc1ccc(C)cc1)c1ccccc1 (stereo unspecified),-3.1%,4.2%,0.8%,0.8%,-1.2,5.9%,0.5,12.9%,-2.3%,-4.2%,-5.4%
COCCN(CCOC)C(=O)CN1C(=O)NC2(CCCc3sccc32)C1=O (stereo unspecified),-2.3%,2.8%,1.2%,2.1%,-3.4,9.8%,-10.4,-2.5%,-3.4%,0.7%,-1.9%
CSc1ccccc1C(=O)C1CCCN(S(=O)(=O)N(C)C)C1 (stereo unspecified),-11.0%,7.7%,-7.3%,2.2%,nt,-4.5%,-0.3,1.9%,4.5%,1.8%,4.5%
CCN(CC)C(=O)c1ccc(NS(=O)(=O)c2ccccc2)cc1,3.2%,-0.2%,5.4%,-0.7%,7.3,-2.7%,-0.9,-0.6%,-2.6%,-1.1%,1.5%
Cc1cccc(OCC(=O)Nc2ccc(C(=O)Nc3ccccc3C(=O)O)cc2)c1C,1.2%,7.6%,1.6%,-0.3%,-22.0,-6.3%,-22.4,?,-4.4%,-3.2%,-4.0%
CC[N+]1(C)CC2CCC(C)(C1)C2(C)C (stereo unspecified),-12.8%,-4.7%,-0.3%,6.6%,-19.6,2.4%,-4.8,5.3%,-1.6%,-9.2%,-1.4%
CCOC(=O)c1ccc(Nc2nnc3nc(C)cc(C)n23)cc1,2.1%,1.9%,1.1%,2.6%,-16.9,7.7%,4.1,-18.1%,3.3%,-0.9%,0.4%
Cc1ccc(C)c(CS(=O)(=O)c2cn(CC(=O)N3CCC(C)CC3)c3ccccc23)c1,-0.6%,?,-5.0%,-3.2%,-19.7,-17.8%,9.7,-3.2%,1.4%,?,1.8%
CC(=O)Nc1ccccc1NC(=O)CC(C)(C)C,0.6%,2.4%,1.4%,0.6%,8.5,18.3%,7.7,-0.6%,-0.6%,1.8%,1.1%
# Next results:
SMILES,PKM2 act,BCR signal inh,USP2a block,S-ASM inh,hERG WT inh,Eya2 phos inh,TSHR antag,Menin-MLL TR inh,MBNL1 CUG block,Mito fusion yeast,GALK inh
CCC(CC)C(=O)Nc1cccc(C(=O)Nc2ccc(S(=O)(=O)Nc3ccc(C)cc3)cc2)c1,-0.1%,13.6%,-14.1%,-11.4%,-5.0,-11.9%,-5.5,?,-3.1%,-2.0%,2.6%
O=C(O)c1ccccc1-c1nc2ccccc2c(=O)n1O,-8.0%,-10.7%,2.5%,-1.9%,-5.0,-4.3%,-2.4,5.2%,1.3%,-7.4%,7.9%
CCCN1Cc2cccc(C(=O)NCc3ccc4c(c3)OCO4)c2C1=O,-0.4%,-1.9%,-1.5%,-5.3%,17.5,0.0%,-8.3,-0.9%,3.1%,0.3%,-3.1%
O=C(N/N=C/c1ccc(Br)o1)c1cc([N+](=O)[O-])cc([N+](=O)[O-])c1,-2.1%,?,-1.9%,-6.8%,0.0,1.6%,0.5,?,?,-1.9%,3.8%
COc1cc(NC(=O)c2cc(=O)[nH]c3ccc(S(=O)(=O)N4CCOCC4)cc23)cc(OC)c1,nt,0.1%,0.4%,-1.6%,6.3,-22.5%,17.1,nt,nt,-7.2%,nt
O=C(NCCNC(=O)c1ccc(Br)o1)c1cccnc1,0.8%,0.1%,1.6%,-0.3%,10.5,4.3%,-1.9,0.5%,-0.8%,-1.3%,-1.8%
CC1CCN(S(=O)(=O)c2ccc3c(c2)N(CC(=O)NCCCN2CCCC(C)C2)C(=O)CO3)CC1 (stereo unspecified),1.5%,-9.1%,-0.4%,7.1%,4.9,1.5%,12.2,-11.8%,-4.5%,10.2%,7.1%
O=C(CCc1nnc2ccc(NCc3ccccc3Cl)nn12)NC1CCCCC1,-0.1%[0.46 µM],-1.9%,1.4%,3.4%,-4.3,8.9%,14.4,-3.0%,-3.6%,-0.7%,0.1%
CCOC(=O)c1c(NC(=O)CSc2nnc(-c3c[nH]c4ccccc34)n2CC)sc2c1CCCC2,-1.8%,0.3%,0.4%,-6.2%,-0.8,-2.7%,-8.3,?,16.7%,-3.7%,nt
CC(NC(=O)C1=CC=CN2CCS(=O)(=O)N=C12)c1ccc(Cl)cc1Cl (stereo unspecified),nt,-4.6%,1.4%,23.7%,0.6,0.8%,-2.9,nt,nt,-8.1%,nt

# These rows are one share of the data (hit frequency here may not be typical).
